# Mito fusion yeast = qHTS Assay for Small Molecule Inhibitors of Mitochondrial Division or Activators of Mitochondrial Fusion. 0.23% of 320,000 active. S. cerevisiae fusion-defective mutant growth rescue, CellTiterGlo 48 h. Potency, µM (titrated, usually from 46.1 µM), without a hit: top-dose growth rescue (activation), actives largely listed as activators;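 note: potency is the fitted concentration of half-maximal effect; % of control where 0% means no effect; nearly all actives have a fitted effect of over 45% in size; temperature-sensitive fusion mutants such as fzo1-1 at 37 °C on non-fermentable ethanol glycerol medium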
#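 S. cerevisiae fusion-defective temperature-sensitive mutants (e.g. fzo1-1, mgm1-5) grown 48 h at 37C in YPEG (ethanol/glycerol non-fermentable) medium with 23 nl compound per well; growth rescue read as CellTiterGlo luminescence.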
# TCR act = Activators of T cell receptors: qHTS campaign; Potency, µM (highest dose often 9.22 µM), for inactives: at the highest dose activation of IL-2 secretion, usual class: activators; 330,000 tested, under 10 active; primary human leukocytes, anti-CD3, IL-2 HTRF, 48 h; note: % of control where 0% means no effect
#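 1) Mix primary human leukocytes, a-CD3 beads and compound. 2) Incubate 48 hr. 3) Add HTRF IL-2 reagents (a-IL-2-K, a-IL-2-d2).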
# Eya2 phos inh = qHTS Assay for Inhibitors of the Phosphatase Activity of Eya2; 0.006% of 330,000 active; Potency, µM (titrated, usually from 76.9 µM), for inactives: at the top dose activity, negative = inhibition, usual class: inhibitors; recombinant Eya2, OMFP fluorescence dephosphorylation (OMFP is methylfluorescein phosphate); note: potency is the fitted concentration of half-maximal effect; % is set by controls: 0 for no effect and ±100 for the full control effect
#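 Eya2 protein (added as 0.2 uM solution) was preincubated with compound for 10 min at ambient temperature in 50 mM HEPES pH 7.5, 50 mM NaCl, 5 uM MgCl2, 0.05% BSA, 1 mM DTT. OMFP (added at 50 uM) then reacted 10 min; fluorescence read at 485/525 nm.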
# PTAP TSG101 blk = qHTS Assay for Iinhibitors of HIV-1 Budding by Blocking the Interaction of PTAP/TSG101. Fluorescence polarization, FITC-PTAP peptide / Tsg101 binding. Potency, µM (titrated, usually from 115 µM), inactives show at the top dose activity change, negative = inhibition, usual class: inhibitors. 340,000 tested, under 10 active. AID 493005, 2010; active = well fitted inhibition curve with a large enough effect in the main read-out, with a control signal flat, not every such curve was filed as active; inconclusive = small, poorly fitted or top-dose-only effect, or effect the other way, or a change in a side signal; inactive = no such curve, though single readings can be large or run the other way; note: potency is the fitted concentration of half-maximal effect; % of control where 0% means no effect
#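 FP read-out: FITC-PTAP peptide, 50 nM final, binding Tsg101 binding domain, 10 uM final; 20 min, r.t.; 10 mM HEPES pH 7.5, 0.15 M NaCl, 0.01% Tween 20, 3 mM EDTA, 0.1 mM TCEP.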
# Tb PFK block = qHTS Assay to Find Inhibitors of T. brucei phosphofructokinase | Potency, µM (doses to about 57.5 µM), without a hit: at the highest dose activity, negative = inhibition, actives largely listed as inhibitors | AID 485367, 2010 | 0.17% of 330,000 active | T. brucei PFK, ADP-Glo luminescence;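 note: potency is the fitted concentration of half-maximal effect; 0% = uninhibited 1x PFK enzyme wells and -100% = no-enzyme wells; nearly all actives have a fitted effect of over 60% in size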
#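 In TEA buffer at pH 8.0 with 5 mM MgCl2, enzyme (1.25 nM) converted F6P (0.5 mM) and ATP (0.1 mM) for 45 min at room temperature. ADP product was read by luciferase luminescence.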
# uPA generation = qHTS for Inhibitors of Cell Surface uPA Generation | 0.31% of 330,000 active | cell surface uPA generation assay, qHTS | Potency, µM (highest dose often 38.3 µM), for the others: top-dose activity change, negative = inhibition, most hits filed as inhibitors; active = well fitted inhibition curve with a large enough effect; inconclusive = small, poorly fitted or top-dose-only effect; inactive = no such curve, though single readings can be large or run the other way; tested in mouse RAW 264.7 cells; note: potency is the fitted concentration of half-maximal effect; % is set by controls: 0 for no effect and ±100 for the full control effect; nearly all actives have a fitted effect of over 55% in size
# ELG1 repair inh = qHTS screen for small molecules that inhibit ELG1-dependent DNA repair in human embryonic kidney (HEK293T) cells expressing luciferase-tagged ELG1. HEK293T ELG1-luciferase reporter, luminescence, 16 h; DNA damage induced by 5-fluorouridine. Potency, µM (top dose mostly 46.1 µM), for inactives: at the top dose activity change, negative = inhibition, hits mostly inhibitors. 2.3% of 330,000 active. AID 504467, 2011; note: potency is the fitted concentration of half-maximal effect; % is set by controls: 0 for no effect and ±100 for the full control effect; nearly all actives have a fitted effect of over 55% in size
#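 Luminescence from the luciferase reporter, measured 30 min after ONE-Glo reagent at room temperature, was the read-out. Beforehand, 2,000 cells per well were exposed for 16 hr at 37 °C to 5-fluorouridine together with compound or vehicle.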
# TSHR antagonist = Antagonists of the Thyroid Stimulating Hormone Receptor: HTS campaign; Thyrotropin receptor (Homo sapiens), P16473; TSHR-expressing cells, TSH-stimulated cAMP HTRF, 2 h; active compounds read low; activity change, negative = inhibition, % at 11.5 µM; 0.2% of 330,000 active;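 active = activity change below a set negative limit, meaning inhibition stronger than a set level, cut at about -70% in these data; inconclusive = activity change between two set negative limits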; note: % is set by controls: 0 for no effect and ±100 for the full control effect
# Target sequence (P16473 whole entry, looked up): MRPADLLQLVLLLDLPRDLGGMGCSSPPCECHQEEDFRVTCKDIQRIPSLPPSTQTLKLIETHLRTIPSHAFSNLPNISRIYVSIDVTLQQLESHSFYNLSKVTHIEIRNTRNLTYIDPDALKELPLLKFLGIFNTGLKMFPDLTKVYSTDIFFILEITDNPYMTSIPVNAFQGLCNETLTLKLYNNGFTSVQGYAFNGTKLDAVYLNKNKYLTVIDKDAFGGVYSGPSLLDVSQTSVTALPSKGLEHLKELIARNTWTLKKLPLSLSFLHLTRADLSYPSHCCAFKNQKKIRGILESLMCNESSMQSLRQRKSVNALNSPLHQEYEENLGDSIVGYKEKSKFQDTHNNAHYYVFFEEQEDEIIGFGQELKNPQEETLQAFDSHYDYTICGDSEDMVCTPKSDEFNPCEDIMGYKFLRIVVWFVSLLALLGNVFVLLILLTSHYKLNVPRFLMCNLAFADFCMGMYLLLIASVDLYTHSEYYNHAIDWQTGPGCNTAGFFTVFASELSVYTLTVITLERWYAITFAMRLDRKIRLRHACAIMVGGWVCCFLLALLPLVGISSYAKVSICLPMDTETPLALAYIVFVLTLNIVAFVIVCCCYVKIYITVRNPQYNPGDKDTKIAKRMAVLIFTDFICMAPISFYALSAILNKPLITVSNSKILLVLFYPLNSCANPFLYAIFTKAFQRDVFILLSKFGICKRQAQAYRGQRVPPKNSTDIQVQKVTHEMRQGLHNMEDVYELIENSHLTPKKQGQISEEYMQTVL
#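 Competitive HTRF cAMP read-out (cryptate anti-cAMP antibody, cAMP-d2; 30 min, room temperature) in freshly harvested TSHR cells. Compounds added before TSH at EC80 (4nM final), followed by 2 hours' incubation at 37 deg C.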
# Chronic BCR inh = qHTS Assay to Find Inhibitors of Chronic Active B-Cell Receptor Signaling; ABC-DLBCL IkBa-CBG/CBR reporter, luminescence ratio, 4 h; Potency, µM (doses to about 46.1 µM), without a hit: at the highest dose ratio change, negative = lower green/red ratio, usual class: inhibitors; 0.05% of 340,000 active; AID 493014, 2011; active = well fitted inhibition curve with a large enough effect in the signal ratio, with a control signal flat, not every such curve was filed as active; inconclusive = small, poorly fitted or top-dose-only effect, or effect the other way, or a change in a side signal; the % refers to the signal ratio;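 note: potency is the fitted concentration of half-maximal effect; plate controls were basal doxycycline-induced cells for no effect and cells given 10 µM MG132 for full effect; MG132 reads +100%, hits lower the ratio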
#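 TMD8 human ABC-DLBCL cells with doxycycline-inducible IκBα–green luciferase fusion and unfused red luciferase, in 0.5% FBS medium; compounds up to 46 uM, 4 h at 37C. Green/red luminescence ratio, filter-overlap corrected, fitted to concentration-response curves.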
# B2AR arrestin = qHTS assay of beta-arrestin-biased ligands of beta2-adrenergic receptor; 0.02% of 330,000 active; Potency, µM (titrated, usually from 46.1 µM), without a hit: at the top dose activation, hits mostly activators; Beta-2 adrenergic receptor (Homo sapiens), P07550; beta-arrestin recruitment to beta2AR, cell-based reporter;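 note: potency is the fitted concentration of half-maximal effect; 0% = DMSO controls and full agonism = EC100 isoproterenol or metaproterenol; nearly all actives have a fitted effect of over 65% in size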
# USP2a block = qHTS Assay for Inhibitors of Ubiquitin-specific Protease USP2a Using CHOP2 as the Reporter. Ubiquitin carboxyl-terminal hydrolase 2 (Homo sapiens), O75604. USP2 core, Ub-CHOP2 coupled fluorogenic reporter, 485/531. Potency, µM (highest dose often 38.3 µM), for inactives: at the top dose activity change, negative = inhibition, most hits filed as inhibitors. 0.01% of 330,000 active;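 note: potency is the fitted concentration of half-maximal effect; plate controls were DMSO wells for no effect and full inhibition by NEM control for full effect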
#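 USP2 core (10nM final) preincubated 30min RT with compound in 20mM Tris-HCl pH 8.0, 2mM CaCl2, 2mM beta-mercaptoethanol, 0.05% CHAPS; 25nM Ub-CHOP2 plus 25nM reporter substrate added, fluorescence (Ex485/Em531) read after 60min.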
# * marks the source's active call; other numbers are inactive results; ? = inconclusive; nt = no result given; [ ] = dose if it differs, or a comment. Unless noted, calls come from the whole dose curve; as a rule, active = well fitted curve in the direction sought with a large enough effect; inconclusive = small, poorly fitted or top-dose-only effect, or another doubt; inactive = no such curve, though single readings can be large; an effect the other way counts as inactive or inconclusive.
# Below each compound – Mito fusion yeast | TCR act | Eya2 phos inh | PTAP TSG101 blk | Tb PFK block | uPA generation | ELG1 repair inh | TSHR antagonist | Chronic BCR inh | B2AR arrestin | USP2a block
COc1ccc(C(CNC(=O)C(Cc2ccccc2)NC(N)=O)N(C)C)cc1 (configuration not stated)
→ 18% | -1% | 3% | -7% | 1% | -1% | -5% | -4 | 2% | 0.3% | 6%
Cc1cc(C(=O)CCC(=O)N(C)CC(=O)Nc2c(Cl)cccc2Cl)c(C)s1
→ 9% | 7% | 2% | 1% | 0% | 0% | -1% | -8 | -5% | -0.4% | 1%
CCOC(=O)CSc1nc2cc(C(=O)N3CCC(C(N)=O)CC3)ccc2c(=O)n1C1CCCCC1
→ -3% | 1% | -16% | -2% | -4% | 3% | ? | -15 | 1% | -0.1% | -2%
COC(=O)C(Cc1cnc(Cl)s1)(C(=O)OC)c1ccc([N+](=O)[O-])cc1[N+](=O)[O-]
→ 4% | -2% | -40% | -5% | 0% | 2% | -11% | -8 | 5% | 0.1% | 0%
CCc1ccc(-c2nnn(CCC#N)n2)cc1
→ -2% | 7% | -6% | -1% | 4% | 1% | ? | -1 | ? | -0.5% | 3%
COc1cc(C)nc(N2CCCC(C(=O)Nc3cc(Cl)ccc3OC)C2)n1 (configuration not stated)
→ 5% | 5% | 2% | -5% | -1% | -4% | -12% | 18 | -6% | -0.3% | 2%
Cn1c(=O)c2c(ncn2CC(=O)Nc2ccccc2Sc2ccccc2)n(C)c1=O
→ 8% | nt | 14% | -4% | 3% | 2% | ? | -13 | ? | -1.0% | -2%
O=C(COc1ccccc1Cl)NNC(=O)c1cc(S(=O)(=O)N2CCOCC2)ccc1N1CCCC1
→ 2% | 7% | -6% | -4% | 6% | 4% | 8% | -3 | -7% | -0.4% | 0%
CCCOc1ccc(NC(=O)C2CCCNC2=O)cc1 (configuration not stated)
→ -1% | -10% | -28% | -6% | -11% | 2% | 29% | -7 | ? | 0.1% | -1%
COc1ccc(/C=C2/NC(=O)N(Cc3ccccc3F)C2=O)cc1OC
→ 1% | 2% | 5% | -6% | -1% | 8% | 13% | 22 | 13% | -0.2% | 0%
Cc1ccc(C(=O)OCCN2CCN(c3ncc(C(F)(F)F)cc3Cl)CC2)cc1
→ 2% | 1% | 12% | 2% | -3% | 6% | 4% | 2 | 0% | -0.2% | 5%
Fc1ccc(Nc2nc(NCc3ccco3)c3ccccc3n2)cc1
→ -14% | -2% | 1% | -6% | -2% | ? | 23µM* | -25 | ? | -0.3% | 2%
CC1CCc2c(sc(NC(=O)CSc3nc(N)cc(=O)[nH]3)c2C(N)=O)C1 (configuration not stated)
→ 0% | 4% | 22% | 0% | 0% | -6% | -9% | 14 | ? | -0.1% | 3%
COc1ccc(CN(CC(=O)NC2CCCC2)C(=O)CCC(=O)Nc2nccs2)cc1
→ -16% | 5% | -4% | -1% | 0% | -1% | 0% | -10 | 0% | -0.4% | 0%
COC(=O)/C=c1/sc2n(c1=O)CCN=2
→ -3% | -8% | 4% | -7% | -3% | 9% | -1% | 3 | 1% | -0.4% | 0%
Cc1onc(-c2c(Cl)cccc2Cl)c1CO/N=C(\C#N)c1c(Cl)cccc1Cl
→ 3% | -2% | -29% | -2% | 5% | 6% | -19% | 1 | 2% | -0.3% | 1%
COc1ccc2nc3oc(C(=O)N4CCCCC4)cc3cc2c1
→ 4% | 4%[46.1 µM] | -12% | -7% | 1% | -1% | ? | -13 | ? | -0.1% | 2%
CCOC(=O)CSc1nc2ccsc2c(=O)[nH]1
→ 0% | 1% | -8% | -3% | -4% | 3% | 10% | 11 | -4% | 0.0% | 2%
Cc1ccc(C(=O)Nc2ccn(C)n2)cc1
→ 8% | 7% | 3% | 0% | 1% | ? | ? | 22 | 1% | -0.3% | -1%
CC(=O)c1ccc(NC(=O)c2ccc(C)c(S(=O)(=O)N3CCOCC3)c2)cc1
→ -2% | 0% | 6% | -2% | 1% | 1% | ? | -13 | -1% | -0.1% | -2%
Cc1ccc(S(=O)(=O)N2CCOCC2)cc1C(=O)OCC(=O)c1ccc[nH]1
→ 2% | -3% | -11% | -3% | -6% | 12% | 0% | -10 | 0% | -0.6% | 1%
COc1ccc(CN2CCSCC2)cc1O
→ 0% | -3% | -3% | -5% | -2% | -3% | 6% | 14 | -6% | -0.1% | 4%
CCOc1ccc(C(=O)N/N=C/c2ccc(SC)cc2)cc1
→ -3% | 3%[46.1 µM] | -8% | 0% | -3% | -1% | 3% | -4 | ? | -0.3% | 3%
O=C(CCN1CCC(c2cccs2)=N1)c1cccs1
→ 0% | -1% | 1% | 0% | 3% | -26% | ? | -4 | ? | 0.1% | 3%
Cc1cc(NC(=O)Cn2nnc(-c3ccccc3N)n2)no1
→ -5% | 4%[46.1 µM] | -5% | -1% | 0% | -2% | 6% | 16 | ? | -0.9% | 4%
COc1ccc(CNC(=O)COC(=O)C2CCC(C(C)(C)C)CC2)cc1 (configuration not stated)
→ -1% | 13%[46.1 µM] | -13% | -10% | 0% | 4% | 2% | -16 | 3% | -2.1% | -8%
Cc1ccc(NC(=O)Cc2nnc(SCC(=O)NC3CCCC3)n2C)c(C)c1
→ -2% | -6% | -10% | -5% | 1% | 0% | 28% | -12 | -1% | -0.3% | 0%
O=S(=O)(c1ccc(Oc2ncnc3scc(-c4ccccc4)c23)cc1)N1CCOCC1
→ 18% | -2% | 13% | -2% | 0% | -6% | ? | -19 | -7% | 0.4% | 1%
CCCC(=O)C1=C(N(C)c2ccccc2)CC(C)(C)C(C(=O)OC)C1=O (configuration not stated)
→ -3% | 2% | -2% | -2% | -2% | 0% | 0% | 2 | -2% | -1.5% | -1%
Cc1ccc(S(=O)(=O)N2CCOCC2)cc1NC(=O)COC(=O)CNC(=O)c1ccc(C(C)(C)C)cc1
→ -6% | -2%[46.1 µM] | 8% | 0% | -3% | 1% | ? | -6 | ? | 0.1% | 0%
O=C(Nc1cccc2c1C(=O)NC2=O)c1cccnc1Cl
→ -1% | 9% | -1% | -5% | 0% | 5% | 20% | 4 | 0% | 0.0% | 2%
CC1=C(C(=O)OC(C)C)C(C)NC(=O)N1 (configuration not stated)
→ -1% | -3% | 0% | -5% | -5% | 1% | 18% | -9 | ? | 0.4% | 3%
COC(=O)c1cn(C)c2ccc(S(=O)(=O)N3CCOCC3)cc2c1=O
→ -5% | 4% | -6% | -4% | -2% | 11% | 2% | 1 | 1% | 0.2% | -16%
Cc1cccc(CSc2ccc(-c3cccs3)nn2)c1
→ 23% | -7%[46.1 µM] | -4% | 0% | -11% | 0% | ? | 3 | 10% | -0.8% | 1%
CCn1c(SCC(=O)Nc2ccc(C(C)=O)cc2)nc2c([nH]c3ccccc32)c1=O
→ 1% | -3% | 1% | 0% | 1% | -9% | ? | -12 | 1% | 0.5% | -1%
Cc1ccc2c(c1)cc1c(=O)n(CC(=O)NCCN3CCCC3)nc(C)n12
→ 0% | 1% | -4% | -7% | -7% | 4% | ? | 16 | 2% | 0.3% | 1%
Cc1c([N+](=O)[O-])c(C(=O)NC2CCCCC2)nn1C
→ 1% | -8% | -7% | -4% | 3% | 0% | -3% | -4 | 4% | -0.2% | 9%
O=C(NP(=O)(N1CCOCC1)N1CCOCC1)C1=C(N2CCOCC2)/C(=C\c2ccccc2)CC1
→ -1% | -8% | 7% | 2% | -2% | 2% | 8% | -20 | 1% | 0.4% | 3%
COc1cccc(C(=O)/C=C2\Sc3ccccc3N2C)c1
→ -3% | -5% | 3% | -2% | 17% | -6% | ? | 4 | ? | 0.0% | 0%

# Screening results: PubChem, National Center for Advancing Translational Sciences (NCATS)
